High-throughput results: PubChem, The Scripps Research Institute Molecular Screening Center
pPAFAH inh = pPAFAH enzyme inhibitors, primary screen, biochemical, fluorescence polarization, human. AID 463082, 2010. Platelet-activating factor acetylhydrolase (Homo sapiens), Q13093. actives 1.5% (n = 330,000). inhibition, % at 3.39 µM. recombinant pPAFAH, FP-rhodamine probe fluorescence polarization;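 active = inhibition above the mean inhibition across the screen plus 3 SD, cut at about 25% in these data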;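 also: inhibitors block binding of the rhodamine activity-based probe so polarization drops; 0% = enzyme with DMSO and 100% = wells lacking pPAFAH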
LYPLA1 counter = LYPLA1 inhibitors, primary screen, counter-screen for PME1 inhibitor project, biochemical, fluorescence polarization, FP-Rh probe ABPP; Acyl-protein thioesterase 1 (Homo sapiens), O75608; actives 0.16% (n = 320,000); AID 2174, 2009; inhibition, % at 5.9 µM; recombinant LYPLA1;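 active = inhibition above the mean of all tested compounds plus 3 SD, set per campaign, cut at about 14% in these data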;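 also: inhibitors block serine hydrolase probe labeling of LYPLA1 so polarization falls; 0% = enzyme with DMSO and 100% = wells lacking LYPLA1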
GSTO1 inh = inhibitors of recombinant GSTO1, primary screen, counter-screen for RBBP9 inhibitor project, biochemical, fluorescence polarization | Glutathione S-transferase omega-1 (Homo sapiens), P78417 | activity-based probe fluorescence polarization | inhibition, % at 5.96 µM | actives 1.1% (n = 300,000) | AID 1974, 2009;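 active = inhibition above the campaign mean inhibition plus 3 SD, cut at about 35% in these data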;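 also: 0% = GSTO1-1 with DMSO and 100% = wells lacking GSTO1-1 enzyme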
PAD4 FP inh = human PAD4 inhibitors, primary screen, biochemical, fluorescence polarization, 1536-well format; inhibition, % at 6.36 µM; AID 485272, 2010; actives 0.41% (n = 330,000); Protein-arginine deiminase type-4 (Homo sapiens), Q9UM07; recombinant PAD4, RCA probe fluorescence polarization;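 active = percent inhibition above a cutoff equal to the mean of all tested compounds plus 3 SD, cut at about 15% in these data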;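 also: 0% = PAD4 with RCA probe and DMSO and 100% = probe without PAD4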
Target sequence (Q9UM07 whole entry, looked up): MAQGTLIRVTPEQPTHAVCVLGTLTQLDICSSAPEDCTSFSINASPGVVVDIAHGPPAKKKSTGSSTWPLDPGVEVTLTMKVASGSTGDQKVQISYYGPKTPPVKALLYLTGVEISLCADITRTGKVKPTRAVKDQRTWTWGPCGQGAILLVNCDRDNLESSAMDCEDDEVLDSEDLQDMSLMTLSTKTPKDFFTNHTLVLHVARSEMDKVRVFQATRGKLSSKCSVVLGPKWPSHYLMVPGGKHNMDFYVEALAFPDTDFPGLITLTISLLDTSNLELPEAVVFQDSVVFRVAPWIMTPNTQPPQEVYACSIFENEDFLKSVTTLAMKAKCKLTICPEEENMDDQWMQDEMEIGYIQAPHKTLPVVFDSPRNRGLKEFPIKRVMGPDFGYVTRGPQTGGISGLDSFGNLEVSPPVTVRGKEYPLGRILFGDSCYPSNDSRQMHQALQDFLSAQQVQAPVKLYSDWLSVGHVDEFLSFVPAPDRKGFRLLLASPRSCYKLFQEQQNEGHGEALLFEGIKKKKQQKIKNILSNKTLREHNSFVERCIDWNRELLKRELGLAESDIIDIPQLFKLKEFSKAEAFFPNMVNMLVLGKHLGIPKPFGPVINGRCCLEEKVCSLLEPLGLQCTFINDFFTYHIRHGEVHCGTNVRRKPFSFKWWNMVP
PAFAH1B2 FP inh = PAFAH1B2 enzyme inhibitors, primary screen, biochemical, fluorescence polarization, human; Platelet-activating factor acetylhydrolase IB subunit alpha2 (Homo sapiens), P68402; actives 1.2% (n = 340,000); inhibition, % at 3.39 µM; recombinant PAFAH1B2, FP-rhodamine activity probe;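 active = inhibition above the mean of all tested compounds plus 3 SD, cut at about 24% in these data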;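 also: 0% = enzyme with DMSO and 100% = wells lacking PAFAH1B2; many of its hits are not listed in these tables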
PAFAH2 FP inh = PAFAH2 enzyme inhibitors, primary screen, biochemical, fluorescence polarization, human; recombinant PAFAH2, FP-rhodamine activity probe; AID 492956, 2010; actives 0.99% (n = 340,000); inhibition, % at 3.39 µM; Platelet-activating factor acetylhydrolase 2, cytoplasmic (Homo sapiens), Q99487;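 active = inhibition above the mean over all tested compounds plus 3 SD, cut at about 30% in these data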;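 also: inhibitors block probe labeling of enzyme so polarization drops; 0% = enzyme with DMSO and 100% = wells lacking PAFAH2 protein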
LYPLA2 inh = LYPLA2 inhibitors, primary screen, counter-screen for PME1 inhibitor project, biochemical, fluorescence polarization, FP-Rh probe ABPP | Acyl-protein thioesterase 2 (Homo sapiens), O95372 | recombinant LYPLA2 | inhibition, % at 5.9 µM | actives 0.38% (n = 320,000) | AID 2177, 2009;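 active = inhibition above the screen-wide mean plus 3 SD, limit set per campaign, cut at about 26% in these data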;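 also: 0% = LYPLA2 with DMSO and 100% = wells lacking LYPLA2 enzyme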
Target sequence (O95372 whole entry, looked up): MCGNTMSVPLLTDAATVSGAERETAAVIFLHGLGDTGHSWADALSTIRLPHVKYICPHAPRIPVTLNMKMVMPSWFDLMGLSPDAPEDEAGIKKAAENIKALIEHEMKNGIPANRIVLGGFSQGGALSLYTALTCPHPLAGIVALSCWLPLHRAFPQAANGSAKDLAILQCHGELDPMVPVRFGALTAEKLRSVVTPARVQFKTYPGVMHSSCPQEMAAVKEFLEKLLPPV
PME-1 inh = PME-1 inhibitors via competitive probe labeling, primary screen, biochemical, fluorescence polarization, FP-Rh probe, HTS | inhibition, % at 5.9 µM | AID 2130, 2009 | actives 0.53% (n = 320,000) | recombinant PME-1;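 active = inhibition above the campaign mean of all compounds plus 3 SD, cut at about 26% in these data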;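 also: competitive labeling of PME-1 active site by serine hydrolase directed probe; 0% = PME-1 with DMSO and 100% = wells lacking PME-1 enzyme; inhibitors block probe labeling so polarization falls and inhibition rises; many of its hits are not listed in these tables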
PAFAH1B3 FP inh = PAFAH1B3 enzyme inhibitors, primary screen, biochemical, fluorescence polarization, human | Platelet-activating factor acetylhydrolase IB subunit alpha1 (Homo sapiens), Q15102 | recombinant PAFAH1B3, FP-rhodamine probe | inhibition, % at 3.39 µM | actives 0.28% (n = 340,000);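 active = inhibition above the screen-wide average of all tested compounds plus 3 SD, cut at about 25% in these data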;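 also: 0% = enzyme with DMSO only and 100% = wells lacking PAFAH1B3 protein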
Target sequence (Q15102 whole entry, looked up): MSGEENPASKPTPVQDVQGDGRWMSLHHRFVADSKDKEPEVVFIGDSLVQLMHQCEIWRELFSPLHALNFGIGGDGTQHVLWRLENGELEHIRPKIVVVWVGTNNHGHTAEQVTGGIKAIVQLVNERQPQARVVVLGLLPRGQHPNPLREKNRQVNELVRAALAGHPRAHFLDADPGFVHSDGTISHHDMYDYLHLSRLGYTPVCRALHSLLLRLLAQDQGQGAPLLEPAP
* hit, by the source's call; nt = not tested or not shown. An excerpt, so the mix of outcomes need not match the whole.

SMILES	pPAFAH inh	LYPLA1 counter	GSTO1 inh	PAD4 FP inh	PAFAH1B2 FP inh	PAFAH2 FP inh	LYPLA2 inh	PME-1 inh	PAFAH1B3 FP inh
NS(=O)(=O)c1ccc(CCNC(=O)CNC(=O)c2ccccc2F)cc1	-2	2	2	3	8	8	5	-7	13
Cc1ccc(CNC(=O)CSc2nc3ccccc3c(=O)n2CC2CCCO2)cc1 (stereo not given)	2	nt	nt	-3	-1	-2	nt	nt	4
O=C(COC(=O)c1oc2ccccc2c1CSc1ccc(Cl)cc1)NC1CCCC1	2	-1	0	2	8	-1	-2	1	3
Cc1cccc(NC(=O)/C=C/c2cccs2)n1	6	1	-2	-5	2	0	3	3	6
COc1ccc(N(CC(=O)NC2CCCCC2)S(=O)(=O)c2c(C)[nH]c(=O)[nH]c2=O)cc1	1	1	4	9	-1	-4	-5	-3	1
Cc1cccc(NC(=S)N2CCN(c3ccc(F)cc3)CC2)c1	5	0	-2	0	-2	-7	0	1	5
O=C(CCNS(=O)(=O)c1ccccc1C(F)(F)F)N1CCN(S(=O)(=O)c2cccc(Cl)c2)CC1	1	1	-8	2	16	8	6	0	0
COc1ccc(-n2ccnc2SCC(=O)NC2CCCC2)cc1	0	-1	nt	-5	0	4	0	6	-4
CC(C(=O)NC1C=CS(=O)(=O)C1)N1C(=O)/C(=C/c2ccc(Cl)cc2)SC1=S (stereo not given)	4	-1	17	-22	2	14	0	-4	12
COc1ccc(NC(=O)C2CCN(C(=O)Nc3ccc(C)cc3)CC2)cc1OC	5	3	1	5	0	2	-4	3	1
Cc1cc(C)nc(-n2ncc3c2CC(c2ccc(C(C)C)cc2)CC3=O)n1 (stereo not given)	2	-2	-2	7	1	3	9	-4	4
COC(=O)CCCC(=O)N1CCCC(N(C)CCc2ccccc2)C1 (stereo not given)	0	-1	1	-4	-2	-2	0	1	5
COc1cc2c(cc1NC(=O)COC(=O)[C@@H](NS(=O)(=O)c1ccccc1)C(C)C)oc1ccccc12	0	-15	-5	-2	-5	-8	-20	-11	-10
O=C(Oc1ccc2ccccc2c1Cl)N1CCCCCC1	0	3	12	0	3	-2	7	-3	3
CCCc1cc2nnc(SCC(=O)N(C)C3CCCCC3)n2c(N)n1	2	1	4	-2	3	-5	1	1	-4
Cc1c(CCC(=O)NC2CC2)c(=O)oc2cc(O)ccc12	0	5	1	0	4	-1	6	-5	4
CCOc1ccc(-c2cc(C(=O)O)c3ccccc3n2)cc1	1	-1	-9	-5	4	4	-4	1	4
O=C(O)C1CC=CCC1C(=O)NC12CC3CC(CC(C3)C1)C2 (stereo not given)	6	-1	11	-5	15	3	10	5	-3
COC(=O)c1ccc(NC(=O)CSc2nnc(-c3ccncc3)n2C)cc1	-9	1	-3	-5	5	-1	-1	0	2
CCCC(NC(=O)c1c(C)noc1C)C12CC3CC(CC(C3)C1)C2 (stereo not given)	1	5	2	0	9	0	4	4	-3
Cc1cccc(N2C(=O)N3[C@@H]4c5ccccc5OC[C@@H]4[C@@H](c4ccccc4)[C@@]3(C)C2=O)c1	2	-3	8	2	0	6	0	-7	-5
Cc1ccc(C)c(-c2cc(C(=O)NCc3cccs3)c3ccccc3n2)c1	3	-2	2	-7	-1	10	-2	2	-2
C=C(C)C(=O)Nc1cccc(C2=NOC3(C2)C[C@H](C(N)=O)N(C(=O)CC#N)C3)c1 (stereo not given in full)	-7	-7	-1	-10	nt	nt	-8	-24	nt
O=C(N=C1c2ccccc2CN1c1ccccc1)c1cccc([N+](=O)[O-])c1	4	1	3	-3	-6	-5	1	-1	11
C[C@H](CO)N1C[C@H](C)[C@@H](CN(C)Cc2ccc(Cl)c(Cl)c2)Oc2c(NC(=O)c3ccncc3)cccc2C1=O	4	nt	nt	1	1	2	nt	nt	6
CCCc1nc(Nc2nc3ccccc3o2)nc(C)c1C(=O)OCC	4	2	-8	5	1	-9	8	1	2
Cc1c(CC(=O)N[C@@H](C)C(=O)O)c(=O)oc2cc3oc4c(c3cc12)CCCC4	1	-5	5	4	7	-1	-9	0	1
Cc1cccc(N2CC(c3nc4ccccc4[nH]3)CC2=O)c1 (stereo not given)	-3	0	-4	-5	7	1	-8	-1	2
COc1ccc(NC2CCCN(C(=O)CCCn3cncn3)C2)cc1OC (stereo not given)	0	4	7	0	1	8	2	1	8
O=C(CC1Oc2ccccc2NC1=O)NC1CC1 (stereo not given)	-1	-1	1	2	0	6	8	3	1
CSc1ccccc1NC(=O)CN1c2ccccc2CC1C (stereo not given)	1	3	1	-7	3	1	2	11	2
Cc1sc2nc3ccc(N4CCCC4)nn3c(=O)c2c1C	6	2	-4	3	3	10	1	1	0
Cc1cccc(C)c1NC(=O)COC(=O)Cc1ccsc1	23	-1	7	0	3	-7	2	4	-2
C[C@H](CO)N1C[C@H](C)[C@@H](CN(C)S(=O)(=O)c2ccccc2)Oc2ccc(NS(=O)(=O)c3cccs3)cc2C1=O	0	nt	nt	-3	7	13	nt	nt	14
Cc1cc(C)n2nc(C(=O)N/N=C/c3ccccc3C)nc2n1	3	-1	2	-5	nt	nt	2	-4	nt
COCCNC(=O)CN1CCC(NC(=O)c2ccco2)CC1	-3	0	9	1	-4	4	5	-7	9
COc1ccc(NC(=O)CCNS(=O)(=O)c2cc(Br)cnc2N)c(OC)c1	7	-1	5	-5	-1	5	4	4	4
Cc1ccc(C(C(=O)NC2CCCC2)N(Cc2ccc3c(c2)OCO3)C(=O)c2snc(C(N)=O)c2N)cc1 (stereo not given)	2	2	2	-2	2	-4	1	-13	5
CCOc1ccccc1-c1nc(CN2CCN(C(=O)c3ccco3)CC2)c(C)o1	3	-2	-1	1	3	-2	0	-1	5
Cc1ccc(S(=O)(=O)Nc2c(O)ccc3ccccc23)cc1	14	0	23	-13	nt	nt	0	6	nt
COc1ccc(CCNc2ccc(N3C(=O)CC(C)C3=O)cc2[N+](=O)[O-])cc1 (stereo not given)	1	1	-1	1	2	-6	8	1	-1
Cc1ccc(CCNC(=O)C2CCCN(S(=O)(=O)c3c(C)noc3/C=C/N(C)C)C2)cc1 (stereo not given)	11	-9	-2	-1	36*	7	-9	-1	3
CC(=O)c1c(C)[nH]c(C(=O)COc2ccc3ccc(=O)oc3c2)c1C	-12	-16	-10	-4	-3	11	10	-6	-1
O=C1c2ccccc2CCC12N=NCC2c1ccccc1 (stereo not given)	6	4	7	1	-2	4	13	6	-5
O=C(CSc1nnc2scc(-c3ccccc3)n12)c1ccc2c(c1)OCCO2	7	1	12	1	7	-9	0	-14	-4
c1ccc(SSc2ccccc2)cc1	0	-2	-2	-1	4	-13	-6	-2	9
CSc1ccccc1C(=O)Nc1ncn[nH]1	4	1	2	2	-2	-8	6	2	0
Cc1ccc(-c2ccc(=O)[nH]n2)cc1	0	-1	-7	2	1	-6	-3	0	6
CC(C)N(C)C1CCN(C(=O)Nc2ccc(Cl)cc2)CC1	-1	0	-2	-3	1	-1	-5	0	4
COC(=O)[C@]12C(=O)C(C)=C(O)[C@@]1(C)C(C)=CC1[C@@]34CC[C@@H](OC(C)=O)C(C)(C)C3C(C[C@]12C)OC4=O (stereo not given in full)	5	3	-2	4	-2	3	0	1	10
O=C(Nc1ccccc1)c1ccccc1NS(=O)(=O)c1ccc(Cl)s1	7	-3	-143	-6	20	71*	3	6	3
COc1cccc(C(=O)NCCS(=O)(=O)NCc2ccc3c(c2)OCO3)c1	3	0	5	-1	-1	5	2	0	5
O=C(NCCCN1CCOCC1)C(C(=O)c1ccccc1)n1ccccc1=O (stereo not given)	1	0	-7	-1	3	-5	4	1	1
Cn1nc(-c2ccc(Cl)cc2)c2cc(C(=O)N3CCN(c4ccccc4)CC3)sc21	0	-3	1	1	1	-7	-5	-1	2
CCOC(=O)Cc1csc(NC(=O)c2ccc3ncsc3c2)n1	2	-1	-4	1	8	-7	2	-2	5
COc1ccc(C(C(=O)NC(C)(C)C)N(C(=O)CCC(=O)Nc2cc(C)on2)c2cc(C)cc(C)c2)cc1 (stereo not given)	9	2	-1	-3	5	-1	3	2	-2
Cc1ccc(C(=O)Nc2ccc(F)cc2F)o1	-8	3	-5	-2	2	-2	-1	-4	3
CCOC(=O)C1CCC/C1=N\NC(=O)CN(c1cc(OC)ccc1OC)S(=O)(=O)c1ccccc1 (stereo not given)	3	-2	1	-1	7	4	-5	-2	10
O=C(CSc1nnc(-c2cccnc2)n1Cc1ccco1)c1ccccc1	0	2	1	-3	3	5	-3	4	9
CN1CCN(CCCNC(=O)c2ccc(CSCc3cccc(Cl)c3)o2)CC1	11	-4	5	-3	nt	nt	-3	-6	nt
Other compounds.
SMILES	pPAFAH inh	LYPLA1 counter	GSTO1 inh	PAD4 FP inh	PAFAH1B2 FP inh	PAFAH2 FP inh	LYPLA2 inh	PME-1 inh	PAFAH1B3 FP inh
CN=C(Nc1cccnc1)c1cccc(C(F)(F)F)c1	2	4	-3	2	9	0	11	1	5
Cc1[nH]c2ccccc2c1C(=O)COC(=O)C(C)C	2	3	5	-1	-2	5	1	0	8
COc1cc2c(C(=O)Nc3ccccc3F)cn(C)c(=O)c2cc1OC	4	0	3	0	0	-3	2	3	10
COCCn1c(Cc2ccccc2)nnc1SCC(=O)Nc1oc(C)c2c(C)n[nH]c(=O)c12	0	1	11	1	0	0	2	-12	8
CCN(CC)S(=O)(=O)c1ccc(S(=O)(=O)N2CCCC2C(=O)O)cc1 (stereo not given)	0	3	2	-5	1	-2	3	3	7
COc1ccc(-c2nn(C)c(=O)c3ccccc23)cc1CNC(=O)c1ccco1	0	3	18	4	2	-7	1	-3	7
NC(=O)CC[C@H](NC(=O)c1ccc(F)cc1)C(=O)OCC(=O)Nc1c(F)c(F)c(F)c(F)c1F	0	-7	1	0	-1	-2	-7	1	3
Nc1cc(-c2nc3ncccc3o2)ccc1Cl	2	-1	0	-1	-6	3	-2	-5	1
CC(C)(C)c1ccc(C2CC2C(=O)N/N=C\c2cc3ccccc3nc2Cl)cc1 (stereo not given)	-11	1	-7	-2	5	-2	-7	-11	5
CC(C)C(=O)Nc1nnc(S(=O)(=O)N2c3ccccc3CC2C)s1 (stereo not given)	0	-1	-1	-2	9	9	-6	8	1
CC1=CS(=O)(=O)CC1Sc1nc(C)n[nH]1 (stereo not given)	0	-2	3	-1	-2	9	-3	-2	3
CCOC(=O)c1nn(-c2ccccc2)c(C)c1C(C)=O	0	3	-1	2	4	1	5	-1	11
COc1ccc(Cl)cc1NC(=O)C[n+]1ccccc1	4	2	-1	3	0	-1	5	2	5
COc1ccc(CNC(=O)c2ccc(CS(=O)(=O)c3ccc(Br)cc3)o2)cc1	12	3	6	0	14	4	1	6	2
COc1ccc(C(=O)Nc2cc3c4c(c2)C(C)C(=O)N4CCC3)c(OC)c1 (stereo not given)	7	-2	1	-3	-2	4	-1	3	1
